Assay outcomes as filed in PubChem BioAssay.
EBNA-1 inh: blocks EBNA-1 binding to DNA | EBNA-1 DNA binding, fluorescence polarization | inhibition, % at 14.8 µM | 0.34% of 300,000 active; in the data active = inhibition above about 28%
Fh CTSL1 inh: counter-screen for PFM18AAP inhibitors: inhibitors of F. hepatica cathepsin L1 | recombinant F. hepatica cathepsin L1, Z-Leu-Arg-MCA fluorescence | inhibition, % at 5.96 µM | AID 1906 | 0.49% of 300,000 active;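 active = inhibition above the mean of all tested compounds plus 3 SD, set per screening campaign, cut at about 17% in these data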;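 also: 0% = plate median of test compound wells and 100% = 1 µM Z-Phe-Ala-diazomethylketone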
ZTA DNA inh: blocks Epstein-Barr virus ZTA, an EBNA-1 counter-screen; ZTA-DNA binding, fluorescence polarization; P03206; AID 2234; 0.15% of 320,000 active; inhibition, % at 11 µM; in the data active = inhibition above about 33%
Target sequence (P03206 whole entry, looked up): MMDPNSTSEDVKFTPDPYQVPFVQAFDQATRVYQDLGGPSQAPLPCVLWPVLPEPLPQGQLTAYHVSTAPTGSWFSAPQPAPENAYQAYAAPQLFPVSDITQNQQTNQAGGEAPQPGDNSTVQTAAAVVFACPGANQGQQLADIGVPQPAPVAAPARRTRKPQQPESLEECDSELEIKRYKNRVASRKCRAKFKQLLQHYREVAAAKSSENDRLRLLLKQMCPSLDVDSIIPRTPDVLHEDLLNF
Yeast superoxide: yeast age-related superoxide inhibition as caloric restriction mimetic. AID 2690. S. cerevisiae aged cells, superoxide DHE fluorescence; active compounds read low. superoxide response (% of plate mean), % at 10 µM. 0.18% of 330,000 active;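 active = superoxide response under a set limit, about three screen SD below normal, cut at about 65% in these data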;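 also: yeast aged for seven days with compound at 30 °C before DHE staining; 100% = average MFI of all compound-treated wells on the plate with controls excluded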
PP1 counter: PP1-alpha (human) inhibition in PP5 counter-screen. 0.9% of 320,000 active. P62136. inhibition, % at 6.7 µM. purified PP1alpha, OMFP fluorescence;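 active = inhibition above the mean inhibition of all tested compounds plus 3 SD, computed separately for each screening campaign, cut at about 15% in these data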
Target sequence (P62136 whole entry, looked up): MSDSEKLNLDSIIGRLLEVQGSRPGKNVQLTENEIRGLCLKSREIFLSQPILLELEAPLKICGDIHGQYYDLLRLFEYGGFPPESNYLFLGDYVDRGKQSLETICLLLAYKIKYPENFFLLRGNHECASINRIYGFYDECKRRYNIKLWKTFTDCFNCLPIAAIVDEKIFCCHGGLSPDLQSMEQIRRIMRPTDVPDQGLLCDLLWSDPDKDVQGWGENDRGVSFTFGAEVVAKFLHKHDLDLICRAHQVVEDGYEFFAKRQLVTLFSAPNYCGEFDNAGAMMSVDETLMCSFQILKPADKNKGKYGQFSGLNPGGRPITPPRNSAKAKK
core dimer inh: blocks dimerization of HCV core protein; TR-FRET GST/Flag-core106 dimerization, 1536-well; 0.33% of 300,000 active; AID 1899; inhibition, % at 5 µM;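 active = inhibition above the mean of all tested compounds plus 3 SD, set per screening campaign, cut at about 45% in these data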
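Material: Tagged HCV core106 pair (GST and Flag) | Amount: GST-core106 13.5 nM, Flag-core106 17 nM | Medium: KF-containing HEPES buffer, pH 7.45, DTT, CHAPS, BSA | Reagent: Eu donor and XL665 acceptor anti-tag antibodies | Schedule: 4 h at 22.5 °C | Technique: Time-resolved FRET, ex 340 nm, em 617 and 671 nm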
PP5 primary: PP5 (human) phosphatase inhibition. 0.18% of 320,000 active. purified PP5c, OMFP substrate fluorescence. P53041. inhibition, % at 6.7 µM;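 active = inhibition above the campaign's mean inhibition across all tested compounds plus 3 SD, cut at about 9.5% in these data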;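 also: 0% = DMSO only and 100% = 100 µM cantharidin control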
Target sequence (P53041 whole entry, looked up): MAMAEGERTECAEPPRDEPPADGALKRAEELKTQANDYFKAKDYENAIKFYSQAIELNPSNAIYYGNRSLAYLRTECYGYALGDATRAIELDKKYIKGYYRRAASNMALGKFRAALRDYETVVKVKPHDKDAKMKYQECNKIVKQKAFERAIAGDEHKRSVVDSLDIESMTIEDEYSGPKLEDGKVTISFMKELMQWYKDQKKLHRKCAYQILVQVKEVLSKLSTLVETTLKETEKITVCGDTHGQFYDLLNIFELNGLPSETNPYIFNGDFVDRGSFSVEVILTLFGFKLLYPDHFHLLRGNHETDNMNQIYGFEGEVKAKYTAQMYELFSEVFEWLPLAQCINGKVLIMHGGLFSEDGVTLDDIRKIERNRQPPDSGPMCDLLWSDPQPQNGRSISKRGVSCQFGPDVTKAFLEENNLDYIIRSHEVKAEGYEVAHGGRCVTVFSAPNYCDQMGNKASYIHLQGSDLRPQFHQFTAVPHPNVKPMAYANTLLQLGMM
TPT1 inhibitor: inhibitors of Candida albicans tRNA 2'-phosphotransferase TPT1. recombinant caTPT1, FP RNA substrate dephosphorylation. inhibition, % at 5 µM. 0.81% of 300,000 active. AID 1962;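 active = inhibition above the mean of all tested compounds plus 3 SD, set per screening campaign, cut at about 24% in these data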;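 also: plate controls were DMSO alone for no effect and ferristatin control at 100 nM for full effect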
JMJD2C inh: blocks human GASC-1 demethylase activity. 0.069% of 330,000 active. inhibition, % at 2.35 µM. GST-JMJD2C(1-420) H3K9me3 demethylation, DELFIA europium. AID 2099. Q9H3R0;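 active = more than half of a compound's replicate wells show inhibition beyond 50%, single wells judged on their own value; inconclusive = some, but no more than half, of replicates pass 50% inhibition; inactive = no replicate passes 50% inhibition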;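 also: signal counts dimethyl H3K9 product captured on neutravidin plate; 0% = median of DMSO wells and 100% = 0.3 times that DMSO median; strong numbers were not always called active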
An asterisk follows results filed as active; ? = inconclusive; · = no result given. Hits appear at their usual frequency, and some 3.1% of all compounds hit somewhere here.

SMILES,core dimer inh,Yeast superoxide,TPT1 inhibitor,PP1 counter,Fh CTSL1 inh,EBNA-1 inh,ZTA DNA inh,PP5 primary,JMJD2C inh
[O-]/[N+](=C/c1ccc(F)cc1)c1ccc(Cl)cc1,0,90,-1,0,6,-8,6,1.9,2
CC(C)NC(=O)NC(=O)COC(=O)c1ccccc1Oc1ccccc1,4,92,-4,5,-1,5,-9,4.0,-23
CCC(=O)Nc1ccc(NC(=O)c2cccc3c(Br)cccc23)cc1,3,98,-1,5,0,21,6,1.2,2
CCCCN1C(=O)C(=O)N(CC(=O)c2cc(C)n(-c3cc(C)on3)c2C)C1=O,·,73,·,-1,·,·,-1,1.9,-7
O=Cc1ccc2noc(-c3ccc(Cl)cc3)c2c1,-3,115,4,5,-1,9,1,0.6,14
Cc1cccc(OCCCC(=O)Nc2nc3ccccc3[nH]2)c1,-2,97,-1,-2,3,11,-10,-0.6,-11
Cc1oc2c(c1C(=O)NCc1ccccc1)CCCC2,-2,106,2,0,-3,10,-9,1.8,3
CC(C)NC(=O)NC(=O)COC(=O)c1ccc(S(=O)(=O)NCc2ccco2)cc1,·,80,·,2,·,·,-5,1.4,8
Cc1cccnc1NC(=O)c1ccc(C(=O)c2ccccc2)cc1,-9,96,-4,-1,3,-1,-7,-1.5,-18
Cc1cccc(N/C(N)=N/c2nc3c(c(=O)[nH]2)CCCC3)c1,8,115,0,-1,-4,-15,5,13*,5
CCCCOn1c(C)c(C(C)=O)c2c3no[n+]([O-])c3ccc21,-14,90,-1,1,0,-5,3,3.6,0
Cc1cccnc1NC(=O)c1ccccc1-c1ccccc1C(=O)Nc1ncccc1C,4,108,0,0,-7,9,-2,7.8,-11
CCOC(=O)N1CCN(C(=O)c2ccc(N(C)S(C)(=O)=O)cc2)CC1,-8,111,7,-2,-3,3,21,1.6,3
CCN(Cc1ccc(OC)c(F)c1)C(C)C(=O)Nc1ccc(S(=O)(=O)N2CCCC2)cc1 (centres undefined),·,100,·,3,·,·,-9,5.2,8
CC1CCCN(S(=O)(=O)c2cc3c4c(c2)CCN4C(=O)CC3)C1 (centres undefined),7,91,0,1,-1,-13,-3,-1.1,?
Cc1nnc(C)n1/N=C/c1cccnc1,-2,104,-5,0,0,3,4,4.5,2
COc1cc(Cl)c(S(=O)(=O)NCc2cccnc2)cc1Cl,-4,103,1,2,-3,0,-6,1.5,4
Cc1ccccc1N1CC(C(=O)Nc2ccncc2)CC1=O (centres undefined),-4,104,-1,-6,0,-3,-1,-1.5,?
CC/C(=N\NC(=O)c1nnn(-c2nonc2N)c1CN(C)c1ccccc1)c1ccccc1,-21,116,-1,2,-1,6,5,-0.4,2
Cc1cccc2cc(CN(CCN3CCOCC3)C(=O)Nc3ccccc3F)c(=O)[nH]c12,-13,95,-6,-1,4,7,-3,0.3,1
CCOc1cc(/C=C2/N=C(c3ccc(C(C)(C)C)cc3)OC2=O)cc(Cl)c1OS(C)(=O)=O,26,101,-2,16*,1,-7,9,0.3,-32
COc1ccc(NC(=O)COc2ccccc2Cc2ccccc2)cn1,·,116,·,2,·,·,4,4.1,12
COc1ccccc1OCCn1c(C)c(C=O)c2ccccc21,1,104,0,1,-3,3,-4,1.3,-3
CCCn1ncc(OC)c(Cl)c1=O,-1,117,1,-2,-2,9,11,-1.1,-6
COc1ccc(C(=O)Nc2nc3c(s2)CCCC3)cc1S(=O)(=O)N1CCCc2ccccc21,29,102,-1,4,0,-4,15,4.9,-3
COc1cccc(CC2(CO)CCCN(C/C=C/c3ccccc3OC)C2)c1 (centres undefined),-7,107,-6,-1,4,6,0,-1.1,-6
COc1ccc(NC(=S)N(Cc2cccnc2)Cc2ccco2)cc1,-91,90,6,-6,-1,-14,2,-0.9,-14
CCOC(=O)[C@H]1[C@H]2COc3ccc(Br)cc3[C@@H]2N2C(=O)c3ccc(Cl)cc3NC(=O)[C@@]12C,23,97,-1,4,-3,5,13,0.8,-6
CC(=O)c1ccc(NC(=O)N[C@@H](CC(C)C)C(=O)O)cc1,0,108,-3,18*,-4,-9,1,-3.1,-12
CCCCc1nnc(SC(C)C(=O)Nc2nccs2)n1C (centres undefined),-9,99,-1,-2,3,-6,-11,3.7,-17
O=C(Cc1ccc(Cl)cc1)NCC(=O)N1CCCCC1,5,91,0,4,0,5,12,0.7,39
O=C1c2ccccc2NC(c2ccccc2Br)N1CCCN1CCOCC1 (centres undefined),1,91,-3,-2,3,3,0,1.0,11
Cc1ccc(O)c(-c2cc(-c3cccc(F)c3)n[nH]2)c1,3,124,1,6,2,-12,-15,8.0,4
O=C(Cc1c(F)cccc1Cl)NCCCn1ccnc1,-3,83,2,0,0,4,-1,1.0,-2
CCOC(=O)Cc1csc(NC(=O)COc2ccccc2)n1,0,98,-1,-4,-1,4,-6,0.9,1
COc1ccc(S(=O)(=O)N2CCN(Cc3cc(=O)n4ccccc4n3)CC2)cc1,·,97,·,-3,·,·,-5,-3.5,2
COc1ccc(-c2cn3c(C)c(C(=O)N4CCc5ccccc5C4)sc3n2)cc1,7,85,-1,5,10,-7,-12,2.9,2
O=C1c2ccccc2S(=O)(=O)N1CCOc1ccccc1,-2,93,-4,-3,1,4,-16,0.1,-15
CC(=O)N(c1ccc2oc(=O)sc2c1)S(=O)(=O)c1ccc(C(=O)O)cc1,-3,94,-3,2,0,0,-10,1.9,-3
Cc1ccc2nc(-c3cccc(NC(=O)c4ccc5c(c4)OCCO5)c3)oc2c1,7,107,1,-3,3,35*,19,1.4,-4

2 entries from above, reformatted:
structure: COc1cccc(CC2(CO)CCCN(C/C=C/c3ccccc3OC)C2)c1 (centres undefined)
  core dimer inh: -7; Yeast superoxide: 107; TPT1 inhibitor: -6; PP1 counter: -1; Fh CTSL1 inh: 4; EBNA-1 inh: 6; ZTA DNA inh: 0; PP5 primary: -1.1; JMJD2C inh: -6

structure: COc1ccc(NC(=S)N(Cc2cccnc2)Cc2ccco2)cc1
  core dimer inh: -91; Yeast superoxide: 90; TPT1 inhibitor: 6; PP1 counter: -6; Fh CTSL1 inh: -1; EBNA-1 inh: -14; ZTA DNA inh: 2; PP5 primary: -0.9; JMJD2C inh: -14

The list goes on:
SMILES,core dimer inh,Yeast superoxide,TPT1 inhibitor,PP1 counter,Fh CTSL1 inh,EBNA-1 inh,ZTA DNA inh,PP5 primary,JMJD2C inh
CCOc1ncccc1C(=O)NCc1ccc(C)cc1,-11,70,-4,3,4,16,1,2.4,2
CCOCCOC(=O)Cn1cnc2scc(-c3ccc(C)cc3)c2c1=O,9,96,1,-2,1,14,8,-1.7,5
O=C(CSc1ccc(Cl)cc1)N1CCN(c2ncc(C(F)(F)F)cc2Cl)CC1,3,87,-4,3,1,12,15,3.6,-2
NNC(=O)c1ccc(COc2cccc3ccccc23)o1,3,112,1,3,0,-9,2,3.8,-3
COc1cc(CC2COC(c3ccc(O)c(OC)c3)C2COC(C)=O)ccc1O (centres undefined),19,98,-2,3,-2,-11,-6,3.0,·
Cc1ccc(/C=N/NC(=O)c2cc(-c3ccccc3)nc3ccccc23)o1,-1,108,2,-1,1,-21,-1,-1.1,39
CC(C)(C)C(=O)N1CCN(CCN2C(=O)c3cccc4cccc(c34)C2=O)CC1,-6,103,-1,-3,1,0,-1,4.8,-4
CSCCC(C(=O)Nc1ccc2c(c1)OCO2)N1C(=O)c2ccccc2C1=O (centres undefined),2,99,2,1,6,-5,0,-1.3,-24
CCc1nnc(NC(=O)c2nc(S(=O)(=O)Cc3ccc(C)cc3)ncc2Cl)s1,10,103,0,-1,-4,1,4,1.0,11
C/C(=N\OC(=O)Nc1ccccc1)c1ccc(C)cc1,-1,89,0,-4,-3,6,-6,0.0,-7
CCc1ccc(NC(=O)CCNS(=O)(=O)c2cccc3nonc23)cc1,10,103,1,-3,-3,-8,6,1.4,-30
COc1ccc(NC(=O)CCn2c(=S)[nH]c3ccccc3c2=O)cc1OC,-3,96,-6,-10,-2,-2,0,-1.5,2
CCCCN1C(=O)C(NC(C)=O)c2cc(Br)ccc21 (centres undefined),-2,104,-2,9,-3,0,0,4.0,7
Cc1ccc(S(=O)(=O)C(C#N)c2nc3ccccc3nc2N2CCN(C)CC2)cc1 (centres undefined),-7,107,0,2,0,-6,-17,4.0,4
Cc1onc(-c2c(F)cccc2Cl)c1C(=O)N1CCN(c2ncc(Br)cn2)CC1,4,103,0,-3,-3,-7,-6,1.2,3
CCOC(=O)Cn1cnc2c(cnn2-c2ccccc2)c1=O,1,105,0,-3,3,-12,-2,-1.9,-7
CCOC(=O)c1nnn(CC(=O)N2N=C(c3ccc(Cl)cc3)CC2c2ccc(OC)cc2)c1C(=O)OCC (centres undefined),11,98,-3,-1,0,11,9,0.5,4
NC(=O)COc1ccc(C(=O)NCC2(N3CCOCC3)CCCCC2)cc1,·,92,·,-4,·,·,-12,-1.5,-6
Cc1ccc2cc(C=O)c(N3CCOCC3)nc2c1C,22,101,1,-3,3,-6,-1,0.7,4
Cc1cccc(Cn2cnc3c(sc4nc(C)cc(C)c43)c2=O)c1,1,118,4,-1,3,-20,1,2.2,-7
Cc1ccc2nc(SCc3ccc([N+](=O)[O-])cc3)[nH]c2c1,-4,99,5,-4,-3,1,-3,0.3,-8
Cc1cc(C)c(NC(=S)NCC2CCN(C(C)c3ccccc3)C2)c(C)c1 (centres undefined),-1,106,-5,-3,-14,-12,-5,-1.7,-2
CC(NS(=O)(=O)c1ccc([N+](=O)[O-])cc1)C(=O)NN (centres undefined),2,101,-2,-2,6,-8,-11,0.4,2
CCN1CCN(C(=O)c2cc3nc(-c4ccccc4)cc(C(F)(F)F)n3n2)CC1,-1,99,-4,-2,4,10,-7,-0.1,-4
CCN(CC)c1nc(C(N)=O)cc(-c2ccccc2)n1,0,76,-1,1,1,9,-9,2.5,6
COc1cc(OC)cc(-c2nnc(Nc3nc4c(F)cccc4s3)o2)c1,6,86,-6,-5,0,8,8,-2.0,101
COc1ccc(NC(=O)CNC(=O)c2cccs2)cc1Cl,-1,96,-2,-1,2,-9,0,-1.4,-7
FC(F)(F)c1cc(-c2cccs2)nc2nc(N3CCOCC3)sc12,9,128,2,5,5,-10,8,-0.3,12
Cc1cc(-c2nc3cccnc3s2)ccc1NS(=O)(=O)c1ccc2c(c1)OCCO2,-9,91,-1,-2,3,-9,-1,0.7,5
Cc1c(Cl)c([N+](=O)[O-])nn1CCCC(=O)NC(C)c1ccccc1 (centres undefined),-7,101,2,5,0,3,0,0.1,1
CC(C)[C@H](NC(=O)c1ccccc1F)C(=O)NCCc1ccccc1,-12,104,-4,0,16,4,10,-1.1,9
Oc1cccc(-c2nc3ccccc3s2)c1,-5,102,-5,4,-3,-2,-22,4.4,-2
Clc1ccc2[nH]c3c(NCCN4CCOCC4)ncnc3c2c1,-7,97,-2,1,-3,1,11,1.5,-3
CN(C)c1ccc(C(=O)/C=C/c2ccco2)cc1,11,93,0,2,3,-2,4,0.2,9
Cc1nn(-c2ccccc2)c2sc(C(=O)O)cc12,3,140,-2,-2,-2,6,-7,-1.2,10
CCN(CCCNC(=O)CN(C)S(=O)(=O)c1cccc2nsnc12)c1cccc(C)c1,-12,89,0,3,2,-10,-3,2.6,12
CC(=O)N1[C@H](C)C=C[C@]1(Cc1ccccc1)C(=O)NCCc1c[nH]c2ccccc12,1,100,-1,-1,3,2,-4,1.4,-4
